# Screening results: PubChem BioAssay, several laboratories
# STAT3 blocker: STAT3 signaling inhibition; U3A cells, IL-6 STAT3-luciferase reporter, luminescence; host cell line lacks STAT1; inhibition, % at 5.5 µM; hit rate 0.89% among 190,000; AID 862;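 active = inhibition above the mean inhibition across all screened compounds plus 3 SD, cut at about 44% in these data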;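 also: 0% = DMSO only wells and 100% = 100 µM nifuroxazide control wells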
# Diaph act CS: activates diaphorase or chemically reduces, flagging diaphorase assay artifacts | hit rate 0.005% among 190,000 | AID 1229 | activation factor at 20 µM | Diaphorase/resazurin coupled assay, resorufin fluorescence, 16 min; stronger effect = higher value; 1 = vehicle wells, 0 = NADH-free wells;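 active = diaphorase activity raised at least twofold by the compound at 20 µM; inactive = activation factor below 2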
#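 Material: Clostridium kluyveri diaphorase, purified enzyme; Quantity: enzyme 0.07 U/mL final; Medium: HEPES pH 7.4 buffer with MgCl2 and Tween 20; Dosing: single compound dose of 20 µM, 1% DMSO final; Schedule: 16 min reaction at room temperature; Measured by: red resorufin fluorescence at 544/590 nm excitation/emission.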
# G6PDH counter: inhibits Leuconostoc G6PDH, flagging false hits in G6PDH-based assays; Purified L. mesenteroides G6PDH, diaphorase/resazurin coupled fluorescence, 45 min; hit rate 0.12% among 200,000; inhibition, % at 5 µM; in the data active = inhibition above about 50%
# TLR4-MyD88 BLA: blocks binding of human TLR4 to MyD88; O00206+Q99836; HeLa CL3-4 TLR4/MyD88 BLA complementation, FRET ratio; inhibition, % at 8.4 µM; hit rate 0.18% among 200,000; in the data active = inhibition above about 25%;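 also: 0% = vehicle and 100% = reference inhibitor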
# Target sequence (O00206 whole entry, looked up): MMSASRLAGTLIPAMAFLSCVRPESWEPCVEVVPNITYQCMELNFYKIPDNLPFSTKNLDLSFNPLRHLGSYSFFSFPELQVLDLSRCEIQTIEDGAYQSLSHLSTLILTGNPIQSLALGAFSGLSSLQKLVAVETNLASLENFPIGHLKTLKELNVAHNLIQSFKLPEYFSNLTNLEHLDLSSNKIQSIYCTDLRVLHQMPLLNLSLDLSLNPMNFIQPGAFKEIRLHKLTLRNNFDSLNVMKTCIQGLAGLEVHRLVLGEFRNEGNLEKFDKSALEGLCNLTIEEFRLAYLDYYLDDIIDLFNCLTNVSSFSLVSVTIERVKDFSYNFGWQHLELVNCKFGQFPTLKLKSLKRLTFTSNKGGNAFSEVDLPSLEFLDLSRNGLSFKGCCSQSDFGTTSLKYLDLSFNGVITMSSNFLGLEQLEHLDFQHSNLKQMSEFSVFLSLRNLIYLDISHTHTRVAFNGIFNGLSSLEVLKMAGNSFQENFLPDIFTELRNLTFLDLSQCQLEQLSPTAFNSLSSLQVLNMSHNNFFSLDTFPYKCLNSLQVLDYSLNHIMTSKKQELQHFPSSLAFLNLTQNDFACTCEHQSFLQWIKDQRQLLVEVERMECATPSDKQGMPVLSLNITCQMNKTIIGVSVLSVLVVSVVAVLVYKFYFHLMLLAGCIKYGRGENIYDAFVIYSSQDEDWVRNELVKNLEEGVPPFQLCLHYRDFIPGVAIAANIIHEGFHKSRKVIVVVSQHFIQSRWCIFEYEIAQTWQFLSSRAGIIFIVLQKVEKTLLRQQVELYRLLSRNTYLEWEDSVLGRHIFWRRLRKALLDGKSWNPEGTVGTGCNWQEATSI
# Target sequence (Q99836 whole entry, looked up): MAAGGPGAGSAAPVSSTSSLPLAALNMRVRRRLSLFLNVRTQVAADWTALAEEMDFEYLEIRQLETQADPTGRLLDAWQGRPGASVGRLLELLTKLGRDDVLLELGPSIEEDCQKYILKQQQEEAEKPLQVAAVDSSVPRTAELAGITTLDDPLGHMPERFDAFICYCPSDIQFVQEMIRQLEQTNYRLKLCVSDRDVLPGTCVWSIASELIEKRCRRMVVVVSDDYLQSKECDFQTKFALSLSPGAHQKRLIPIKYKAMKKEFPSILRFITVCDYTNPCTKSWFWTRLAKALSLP
# APP transl inh: APP translation inhibition; hit rate 0.82% among 190,000; SH-SY5Y APP 5'UTR-luciferase reporter, luminescence; inhibition, % at 2 µM;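 active = inhibition above a set limit, derived from the sample mean plus 3 SD, cut at about 45% in these data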; also: values of inactives mirror those of a sister screen read the other way
# STAT1 blocker: STAT1 signaling inhibition. inhibition, % at 5.5 µM. hit rate 0.35% among 200,000. AID 920. NIH 3T3 STAT1-luciferase reporter, IFN-gamma, luminescence;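 active = inhibition above a set limit, the mean inhibition across all tested compounds plus 3 SD, cut at about 34% in these data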;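 also: 0% = IFN-gamma with DMSO and 100% = IFN-gamma with 300 µM nifuroxazide; values of inactives mirror those of a sister screen read the other way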
# Hsp70 activator: transcriptional activators of Hsp70 | HeLa Hsp70 promoter luciferase reporter, luminescence; scaled: vehicle 0, proteasome-inhibitor control 100% | activation, % at 10 µM | hit rate 0.04% among 200,000 | AID 1203;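 active = activation above the mean across all tested compounds plus 3 SD, cutoff set per campaign, cut at about 5.5% in these data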;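 also: 100% = MG132 at 30 µM as the positive control and 0% = DMSO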
# Diaphorase inh: diaphorase inhibition or chemical oxidation counter-screen. diaphorase resazurin-to-resorufin fluorescence, NADH, 16 min; bacterial (C. kluyveri) enzyme, not human. AID 1217. inhibition, % at 20 µM. hit rate 0.69% among 190,000;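 active = primary screen inhibition at 20 µM above a set limit, cut at about 50% in these data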;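 also: plate controls were DMSO with full reaction for no effect and wells lacking NADH for full effect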
#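 Assay system: diaphorase enzyme from Clostridium kluyveri; Input: enzyme working solution with 0.14 U/mL diaphorase; Timing: 16 min at room temperature; Technique: resorufin fluorescence, excitation 544 nm, emission 590 nm; Benchmarks: positive control minus NADH, DMSO neutral control.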
# STAT1 activator: increases IFN-gamma driven STAT1 reporter signal; AID 932; hit rate 2.6% among 200,000; NIH 3T3 STAT1-luciferase reporter, luminescence; 100% = IFN-gamma alone, no compound; activation (% of control), % at 5.5 µM;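 active = activation above the screen-wide mean activation plus 3 SD, cut at about 130% in these data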;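 also: raw ratio to IFN-gamma control signal so 100% means no change and 0% no light; values of inactives mirror those of a sister screen read the other way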
# STAT3 activator: increases IL-6 driven STAT3 reporter signal; U3A cells, IL-6 STAT3-luciferase reporter, luminescence; 100% = signal with IL-6 EC80 alone; activation (% of control), % at 5.6 µM; hit rate 0.91% among 190,000; AID 871;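 active = activation above the screen-wide mean of compound activation plus 3 SD, cut at about 130% in these data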;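 also: 0% = background luminescence of wells with medium and substrate only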
#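 system = STAT3-luciferase reporter U3A cells | reagent = IL-6 stimulus at 33 ng/mL final | timing = 1 h compound pre-exposure, 6 h IL-6 stimulation, 37 °C | measured by = luminescence | evaluation = % activation versus median of IL-6-stimulated wells | control set = IL-6-only wells as 100% reference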
# An asterisk follows results filed as active; · = not tested or not shown.
SMILES,STAT3 blocker,Diaph act CS,G6PDH counter,TLR4-MyD88 BLA,APP transl inh,STAT1 blocker,Hsp70 activator,Diaphorase inh,STAT1 activator,STAT3 activator
Cc1cc(C)n(CC(=O)c2cccc([N+](=O)[O-])c2)n1,0,1,6,2,-15,-6,-0.1,4,104,102
Cc1ccc(S(=O)(=O)NCCNC(=O)CN2CCCC2)cc1,1,1.2,9,-2,12,-2,0.8,-19,102,101
CC1(C2CC(C(F)(F)F)n3nc(C(=O)O)cc3N2)CC1 (configuration not stated),-2,0.8,3,-10,-16,-4,-0.2,18,102,104
CCCn1c(SCC(=O)c2cc(OC)ccc2OC)nc2c1c(=O)n(C)c(=O)n2C,3,0.9,-3,0,-8,-6,-0.1,11,105,100
CC(C)CC(=O)Nc1ccc2c3c(cccc13)CC2,15,1,-12,-4,1,4,-0.2,0,97,86
CCCCNS(=O)(=O)c1ccc(NC(=O)c2cccs2)cc1,17,0.9,6,6,7,6,-0.2,10,94,93
O=C(c1ccc(S(=O)(=O)Nc2ccc(F)cc2)cc1)N1CCN(C(=O)c2ccco2)CC1,30,0.9,6,12,-7,23,0.1,12,83,75
COc1ccccc1OC1OC2COC(c3ccco3)OC2C(O)C1NC(C)=O (configuration not stated),0,0.9,-12,-6,2,8,0.0,5,92,98
O=C(Nc1nc2ccccc2[nH]1)c1ccc([N+](=O)[O-])cc1,55*,0.9,6,-9,-190,-19,0.5,10,116,56
Cc1cc2ccccc2n1CCC(=O)O,8,0.9,1,0,-17,-1,-0.4,11,101,98
CN(C)S(=O)(=O)N1CCN(c2ccc([N+](=O)[O-])c(N3CCOCC3)c2)CC1,-44,0.9,11,-7,-6,-2,-0.5,8,100,136*
Cc1c([N+](=O)[O-])c([N+](=O)[O-])nn1CC(=O)NCCc1ccccc1,-2,1,16,-20,5,17,0.2,2,85,100
Cc1ccccc1CN1CCN(S(=O)(=O)c2ccc(F)cc2)CC1,-4,0.8,6,12,34,0,-0.4,22,101,106
CCOc1ccccc1OCCCC(=O)N(C)CC(=O)Nc1cc(C)ccc1C,16,0.9,3,3,16,6,-0.2,12,93,91
N#CC1(C#N)CC(C=O)=C(N)C1(C#N)CC(=O)C12CC3CC(CC(C3)C1)C2 (configuration not stated),6,0.7,2,1,-2,-7,-0.3,30,106,98
S=C(c1ccc(-c2cccc(Cl)c2)o1)N1CCOCC1,-7,0.8,1,-12,-141,-15,0.3,25,115,110
Cc1ccnc(NC(=O)c2ccc([N+](=O)[O-])o2)c1,5,1,3,7,13,-9,0.0,-1,108,99
CCC(=O)N1CCc2cc(S(=O)(=O)N3CCN(C(=O)c4ccco4)CC3)ccc21,9,0.9,15,12,16,3,-0.4,13,105,92
CCCc1cc(=O)[nH]c(SCC(=O)c2cc(C)n(C3CC3)c2C)n1,16,0.8,7,5,4,21,-0.2,16,81,90
CCCCn1c(=O)[nH]c2ccccc21,10,0.9,7,3,2,3,0.0,12,97,99

# For reference, some entries already given:
SMILES,STAT3 blocker,Diaph act CS,G6PDH counter,TLR4-MyD88 BLA,APP transl inh,STAT1 blocker,Hsp70 activator,Diaphorase inh,STAT1 activator,STAT3 activator
Cc1cc(C)n(CC(=O)c2cccc([N+](=O)[O-])c2)n1,0,1,6,2,-15,-6,-0.1,4,104,102
Cc1ccc(S(=O)(=O)NCCNC(=O)CN2CCCC2)cc1,1,1.2,9,-2,12,-2,0.8,-19,102,101

# The listing continues:
SMILES,STAT3 blocker,Diaph act CS,G6PDH counter,TLR4-MyD88 BLA,APP transl inh,STAT1 blocker,Hsp70 activator,Diaphorase inh,STAT1 activator,STAT3 activator
Cc1ccc(S(=O)(=O)N2CCC(=O)N(C(COCc3ccc(C(F)(F)F)cc3)Cc3ccccc3)CC2)cc1 (configuration not stated),-7,0.9,12,-1,-14,8,0.1,7,93,104
C=CCC(NCc1ccco1)c1ccc(OC)c(OC)c1 (configuration not stated),5,0.9,9,-4,17,-19,-0.1,11,117,102
O=C(NCc1ccccc1)C1=C[C@@H](c2csc3ccccc23)C[C@@H](OCCCCO)O1,·,0.8,7,8,9,0,-0.1,24,101,·
Cc1occc1C(=O)Nc1cc(C(F)(F)F)ccc1Cl,25,0.8,-2,17,-2,-9,-0.1,16,108,81
Cc1ccc(Cl)cc1N1CCN(Cc2cc3c(cc2O)CCC3)CC1,3,0.9,-1,8,-4,-2,-0.2,14,102,102
CCn1cc(C(=O)O)c(=O)c2cnc(N3CCN(C(=O)Nc4ccccc4)CC3)nc21,-1,·,·,0,-2,-10,0.0,·,109,104
COc1ccc(S(=O)(=O)N2CCNCC2)cc1OC,4,1.1,16,-6,-18,-4,-0.2,-6,104,104
O=CNC(=O)c1ccccc1C(=O)O,10,0.9,14,-10,-6,1,-0.1,9,99,94
CN(C)CCCCOc1ccc(Br)cc1Cl,0,0.7,9,9,-8,-5,-0.2,26,102,106
CCCc1nc2ccc(NC(=O)c3ccco3)cc2c(=O)n1Cc1ccc(Cl)cc1,19,0.8,7,12,-15,-16,-0.1,16,115,87
CCOc1ccc(NC(=O)CCC(=O)O)cc1,9,0.9,10,1,2,-5,-0.2,15,105,98
Cc1c(OCc2ccccc2)c(=O)ccn1Cc1ccccc1,12,0.9,0,-12,-14,-1,-0.1,11,101,93
C=CCSc1nc2sc(C)c(C)c2c(=O)n1CC=C,1,0.9,5,1,11,-2,-0.1,8,102,101
Cc1ccc2c(c1)-c1c(cnn1CC(=O)Nc1ccccc1N1CCN(C)CC1)CO2,-5,0.8,-8,8,5,-7,-0.3,23,107,104
O=C(Nc1ccccc1N(C(=O)c1ccco1)S(=O)(=O)c1cccs1)c1ccco1,-14,0.8,1,-6,-2,-5,-0.1,16,104,109
COc1ccc(/C=C/C(=O)OCCNC(=O)c2ccncc2)cc1OC,-3,0.7,0,4,0,-9,-0.3,26,108,105
COc1ccc(-c2nnc(SCC(=O)Nc3cccc(Cl)c3)o2)cc1,4,0.9,4,-12,-214,-7,0.0,7,106,101
Cn1cc(Br)c(C(=O)n2cc(Br)cn2)n1,6,0.9,7,1,-2,4,-0.2,6,95,97
O=[N+]([O-])c1ccc(CN2CCN(Cc3c[nH]c4ccccc34)CC2)cc1,-13,0.9,1,-8,10,6,-0.2,8,92,111
COc1ccc(CNC(=O)Nc2ccc(C)c(C)c2)cc1,18,1.1,4,-6,-1,-4,-0.2,-12,102,88

# Another view of three compounds above:
structure	STAT3 blocker	Diaph act CS	G6PDH counter	TLR4-MyD88 BLA	APP transl inh	STAT1 blocker	Hsp70 activator	Diaphorase inh	STAT1 activator	STAT3 activator
Cc1ccc2c(c1)-c1c(cnn1CC(=O)Nc1ccccc1N1CCN(C)CC1)CO2	-5	0.8	-8	8	5	-7	-0.3	23	107	104
CCCCn1c(=O)[nH]c2ccccc21	10	0.9	7	3	2	3	0.0	12	97	99
COc1ccc(CNC(=O)Nc2ccc(C)c(C)c2)cc1	18	1.1	4	-6	-1	-4	-0.2	-12	102	88

# Back to the main list; the four compounds before the break are reprinted first.
SMILES,STAT3 blocker,Diaph act CS,G6PDH counter,TLR4-MyD88 BLA,APP transl inh,STAT1 blocker,Hsp70 activator,Diaphorase inh,STAT1 activator,STAT3 activator
COc1ccc(-c2nnc(SCC(=O)Nc3cccc(Cl)c3)o2)cc1,4,0.9,4,-12,-214,-7,0.0,7,106,101
Cn1cc(Br)c(C(=O)n2cc(Br)cn2)n1,6,0.9,7,1,-2,4,-0.2,6,95,97
O=[N+]([O-])c1ccc(CN2CCN(Cc3c[nH]c4ccccc34)CC2)cc1,-13,0.9,1,-8,10,6,-0.2,8,92,111
COc1ccc(CNC(=O)Nc2ccc(C)c(C)c2)cc1,18,1.1,4,-6,-1,-4,-0.2,-12,102,88
O=C(COC(=O)Cn1cnc2ccccc21)Nc1cccc2c1C(=O)c1ccccc1C2=O,4,1,-26,-8,-9,-4,-0.1,-2,104,95
O=C(CSc1ncn[nH]1)Nc1ccnc2ccccc12,22,1,4,-7,4,7,-0.1,-2,94,89
CCSc1cc(N2CC(C)OC(C)C2)nc(-c2ccccc2Cl)n1 (configuration not stated),-3,1,5,-9,-5,-7,-0.5,4,107,101
COCCCNC(=O)CSc1nc2ccccc2c(=O)n1CCCC(=O)NCC1CCCO1 (configuration not stated),-6,0.9,5,-1,1,10,-0.1,13,91,106
O=S(=O)(CCc1nc2ccccc2s1)c1ccc2ccccc2c1,-24,1.1,0,2,11,-4,0.1,-7,104,123
CC(=O)Nc1ccc(NC(=O)c2cccc3c2-c2ccccc2C3=O)cc1,-5,1,6,-16,15,1,-0.2,-1,98,111
CCCCn1c(N)c(Sc2ccc(C)cc2)c(=O)[nH]c1=O,1,0.9,-3,-5,11,0,-0.1,9,101,105
CCN(CC)C(=O)C(=O)Nc1ccc(OC)c(Cl)c1,-4,1,-2,-6,-1,-9,-0.3,2,106,105
CCOc1ccccc1NC(=O)NC1(C(=O)N2CCN3CCCC3C2)CCCCC1 (configuration not stated),3,1,-1,-9,-3,-1,-0.1,4,101,100
CCOC(=O)CNc1nc(Cl)c(C#N)s1,-8,0.9,13,-3,-14,6,-0.3,8,94,108
O=S(=O)(NC1=NCCCCC1)c1cccs1,4,0.9,8,-4,8,3,-0.4,12,98,100
O=C(/C=C/c1ccccc1Cl)c1cccnc1,12,0.9,4,5,-12,5,-0.2,11,96,90
